# STK33 kinase inh: inhibitors of purified STK33 kinase, primary screen, biochemical, ADP-Glo luminescence, homogeneous, cell-free; Serine/threonine-protein kinase 33 (Homo sapiens), Q9BYT3; MBP phosphorylation; inhibition, % at 10 µM; hit rate 0.073% among 320,000;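 active = inhibition at or above 25%, using the most active replicate where run in duplicate; inactive = inhibition below 25%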
# Target sequence (Q9BYT3 whole entry, looked up): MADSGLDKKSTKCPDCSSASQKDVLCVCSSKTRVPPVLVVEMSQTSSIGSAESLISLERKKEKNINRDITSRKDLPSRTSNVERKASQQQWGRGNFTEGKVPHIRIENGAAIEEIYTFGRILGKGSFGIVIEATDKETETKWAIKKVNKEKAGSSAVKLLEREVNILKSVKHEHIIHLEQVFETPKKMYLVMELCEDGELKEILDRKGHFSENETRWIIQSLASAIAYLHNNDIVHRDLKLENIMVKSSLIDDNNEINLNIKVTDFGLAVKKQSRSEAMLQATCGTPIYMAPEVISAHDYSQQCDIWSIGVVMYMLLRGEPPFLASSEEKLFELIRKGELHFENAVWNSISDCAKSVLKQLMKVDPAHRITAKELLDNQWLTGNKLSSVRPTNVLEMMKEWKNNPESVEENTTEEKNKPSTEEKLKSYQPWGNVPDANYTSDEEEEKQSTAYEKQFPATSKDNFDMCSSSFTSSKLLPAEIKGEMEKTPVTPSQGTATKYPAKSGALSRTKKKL
# Kir21 inh: inhibitors of mouse Kir2.1 inward-rectifier potassium channel; Inward rectifier potassium channel 2 (Mus musculus), P35561; HEK293-Kir2.1, FluxOR thallium flux fluorescence; hits give low values; B-score at 10 µM; hit rate 0.85% among 310,000; AID 1672, 2009;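 active = fluorescence ratio B-score at or below minus 3 SD of library scores, with starting-brightness B-score within 2 SD, cut at about -4.2 in these data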;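 note: channel flux triggered by added potassium and thallium sulfate stimulus; B-score of peak minus minimum fluorescence over baseline after thallium stimulus; more negative B-score means stronger Kir2.1 block with less thallium influx; some compounds called inactive have numbers as strong as hits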
# Target sequence (P35561 whole entry, looked up): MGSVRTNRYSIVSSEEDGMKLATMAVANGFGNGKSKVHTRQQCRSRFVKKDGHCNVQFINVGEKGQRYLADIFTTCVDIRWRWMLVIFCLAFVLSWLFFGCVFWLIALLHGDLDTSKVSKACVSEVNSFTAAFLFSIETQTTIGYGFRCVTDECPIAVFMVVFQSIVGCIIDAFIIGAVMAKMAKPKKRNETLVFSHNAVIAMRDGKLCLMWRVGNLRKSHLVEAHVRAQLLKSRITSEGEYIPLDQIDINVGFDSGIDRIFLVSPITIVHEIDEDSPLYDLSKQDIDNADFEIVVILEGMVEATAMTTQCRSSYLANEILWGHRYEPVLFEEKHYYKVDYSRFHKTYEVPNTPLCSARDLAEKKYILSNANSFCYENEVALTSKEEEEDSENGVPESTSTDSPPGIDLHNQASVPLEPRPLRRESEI
# An asterisk follows results filed as active; nt = no result given.
STK33 kinase inh,Kir21 inh,mol
0.7,0.03,CCOc1cccc(NC(=O)CSc2nc(C)c3c(c2C#N)CCCC3)c1
-0.8,0.03,CC(C)(C)NC(=O)CSC(=Nc1ccccc1F)NC#N
-0.3,0.64,Cn1c(=O)[nH]c(=O)c2c1nc(N1CCN(CCO)CC1)n2CCSc1nc2ccccc2s1
-0.6,0.24,NNC(=O)c1csc(COc2cc(Cl)cc(Cl)c2)n1
-1.8,-0.7,CCCOC(=O)/C(=C\c1ccc([N+](=O)[O-])o1)NC(=O)c1ccccc1
-0.8,-0.34,O=[N+]([O-])c1cccc(-c2nnc3c4ccccc4c4ccccc4n23)c1
-0.2,0.98,CCOC(=O)c1ccc2c(c1)NC(=O)C(N1CCN(c3ccc(OC)cc3)CC1)S2 (stereo not given)
-1.2,0.82,O=C(COC(=O)c1ccc2c(=O)n3c(nc2c1)CCC3)Nc1ccccc1F
-0.1,0.06,CC12CN(C(=O)c3ccc(Cl)cc3)C3(C#N)CC1CCC23C (stereo not given)
1.3,-0.89,O=C1/C(=C/c2ccsc2)N2CCC1CC2
-0.9,1.4,O=C(C1=C(O)C(=O)N(CCCN2CCOCC2)C1c1ccc(Cl)cc1)c1cc2ccccc2o1 (stereo not given)
-1.7,nt,COc1ccc(Cl)cc1NC(=O)CN(C)C(=O)Cn1cnnn1
-1.0,-1.1,COc1ccc(CCNC(=O)C(=O)NCC2OCCN2S(=O)(=O)c2ccc(OC)c(OC)c2)cc1OC (stereo not given)
-2.2,-1,CC(=O)N1CCN(c2ccc(NC(=S)NC(=O)/C=C/c3ccccc3)cc2)CC1
-1.4,2,Cc1ccc(F)cc1NC(=O)N1CCN(c2ccnc3cc(Cl)ccc23)CC1
0.3,-1.1,CCOc1ccc(NC(=O)CN2CCN(CC(=O)Nc3ccccc3OC)CC2)cc1
-2.1,-5.2*,Cc1noc(C)c1CSc1nnc2scc(-c3ccccc3)n12
0.7,0.2,c1ccc(-c2csc(N3CCSCC3)n2)cc1
0.1,-1.7,CCOCCCn1c(=NC(C)=O)c(C#N)cc2c(=O)n3cccc(C)c3nc21
-1.5,-0.79,O=C(CN(Cc1ccco1)C(=O)CNS(=O)(=O)c1ccc(Cl)cc1)NC1CCCCC1
0.5,-0.68,O=C(NCCc1ccccc1)C(=O)NCC1OCCCN1S(=O)(=O)c1cccs1 (stereo not given)
0.1,nt,O=C1CS(=O)(=O)N(Cc2cccc(F)c2)c2ccc(Br)cc21
0.1,-1,CCn1cc(C(=O)N[C@@H](CCSC)C(=O)NCCCn2ccnc2)c(=O)c2cc3c(cc21)OCO3
2.7,1.3,N#C/C(=C(/O)COC(=O)c1cccnc1Cl)c1nc2ccccc2[nH]1
-1.4,0.15,O=C(/C=C1\SC(=O)N(CC(=O)Nc2ccc(F)cc2)C1=O)Nc1ccc(Cl)cc1
-0.7,-1.4,CNNC(=S)Nc1cccc(C(F)(F)F)c1
-1.2,-1,O=C(Nc1ccc(O)cc1)C1CCCO1 (stereo not given)
-1.2,-0.05,NS(=O)(=O)c1ccc(CCNC(=O)CN2C(=O)COc3ccc(S(=O)(=O)N4CCCC4)cc32)cc1
-1.9,1.6,Cc1ccc(S(=O)(=O)Cn2nnnc2C(C(C)C)N2CCC(C(N)=O)CC2)cc1 (stereo not given)
-0.3,2.3,O=C(NCc1ccc(F)cc1)c1ccc(NC(=O)C2CCCO2)cc1 (stereo not given)
-3.8,0.87,COc1ccc(C=NCC2COc3ccccc3O2)cc1OC (stereo not given)
-2.4,0.85,CCOC(=O)CC1(C)OCC(C[N+]2(C)CCCCC2)O1 (stereo not given)
-0.1,-2.7,C=CCNC(=S)NNC(=O)CCC(O)CCCCC (stereo not given)
0.6,-1.3,COC(=O)[C@@H]1C[C@@]2(O)[C@H](O)[C@H](O)[C@H](O)C[C@H]2N1Cc1ccc(C(F)(F)F)cc1
-1.0,-0.91,CCN1CCN(C(=S)NCCOC)CC1
0.0,-0.14,C=CCn1c(COc2ccc(CC)cc2)nnc1SC/C(O)=C(\C#N)c1nc2ccccc2[nH]1
-1.3,nt,CCN(C(=O)Cn1c(=O)n2nc(CCn3nc(C)cc3C)nc2c2ccccc21)c1cccc(C)c1
-0.8,0.57,C/C(N)=C(/C#N)C(=O)COC(=O)COc1ccc(Cl)cc1
0.2,0.13,O=C1NC2=C(C(=O)CCC2)C(c2ccccc2Cl)N1 (stereo not given)
-0.4,-0.56,O=C(COC(=O)c1ccc(S(=O)(=O)NCc2ccco2)cc1)Nc1ncc(Cl)cc1Cl
1.1,0.44,Cc1cc(Sc2nnc(/N=C/N(C)C)s2)c2ccccc2n1
-1.8,-1.4,Cc1ccc(N2C(=O)C3C4C=CC(CC4)C3C2=O)cc1[N+](=O)[O-] (stereo not given)
-1.5,0.41,Cc1cccc2cncc(OCc3nnc(SC(F)F)n3C)c12
0.2,0.51,COC(=O)C1CCN(c2ccc(Cl)nn2)CC1
-0.2,1.2,COc1ccc(C(=O)Nc2ccc(NC(=O)c3cccs3)cc2)cc1[N+](=O)[O-]
-2.2,-0.47,CCN(CC)CCN(Cc1cc2cc3c(cc2[nH]c1=O)OCO3)C(=S)NCC(C)C
-1.5,-0.28,Cn1c(=O)c2c(SCC(=O)Nc3ccccc3F)nc(-c3ccccc3F)nc2n(C)c1=O
0.5,1.1,CC(C)(C)c1ccc(OCCC(=O)OCC(=O)NCc2ccccc2)cc1
-0.1,0.25,COC(=O)c1ccc(OC(=O)c2ccc(OC)cc2)c(OC)c1
0.2,0,S=C(NCc1ccccc1)N1CCN(c2cccc(Cl)c2)CC1
-0.4,1.3,Cc1ccccc1N=Nc1c(C)[nH]n(C(N)=S)c1=O
-0.4,nt,O=C(CN1CSCC1=O)N1CCN(S(=O)(=O)c2cccc(F)c2)CC1
1.6,-0.94,CN(Cc1ccccc1)C(=O)COc1ccc(N(C)S(=O)(=O)c2ccc(F)cc2)cc1
0.0,-0.32,O=C(c1ccc(Cl)cc1)N(Cc1cccs1)C1CCS(=O)(=O)C1 (stereo not given)
-0.1,-2.6,Cc1cc(C)c2nc(-c3cccnc3)cc(C(=O)NC(C)c3cnn(C)c3C)c2c1 (stereo not given)
16,-18*,CCCCCCCCCCOC(=O)Cn1c(COc2ccc(C)cc2)[n+](C)c2ccccc21
1.0,-1.9,Cc1ccc(CCN2CC(C(=O)NCCC(C)C)CC2=O)cc1 (stereo not given)
3.9,0.21,O=c1cc(CCl)[nH]c2nc3ccccc3n12
-3.1,-0.94,Cc1ccc(S(=O)(=O)Cc2cc(-c3ccc(Cl)cc3)no2)cc1
0.0,-0.42,CCc1nn(CC(=O)NCCCc2ccccc2)c(=O)c2cc3c(OC)cccc3n12

# Other results
STK33 kinase inh,Kir21 inh,mol
-0.7,1.9,COC(CNC(=O)[C@H](Cc1ccccc1)N1Cc2ccccc2C1=O)OC
-0.6,-1.5,c1ccc(Oc2cc(-c3ccccc3)nc(-c3ccccc3)n2)cc1
-1.2,-4.6*,O=C(NC1CCN(Cc2ccccc2)CC1)c1cccc(Br)c1
2.1,-4.2*,COc1ccc(Cn2c(=O)oc3ccc(C)cc32)cc1OC
-0.7,0.81,COc1ccc(C(=O)N(CC(=O)NC(C)(C)C)c2ccc3c(c2)OCCO3)cc1OC
0.6,0.38,Nc1ncnc(N2CCc3ccccc32)c1[N+](=O)[O-]
nt,-1.3,CC(C(=O)N1CCN(c2ccccc2F)CC1)c1ccc([N+](=O)[O-])cc1 (stereo not given)
0.1,-0.1,COc1cc(C(=O)OCC(=O)NC2CCCCCC2)ccc1OCC(C)C
0.0,-1.3,COc1ccc(S(=O)(=O)N2CCOC23CCN(S(=O)(=O)c2c(C)cc(C)cc2C)CC3)cc1
-0.8,0.13,CC1(C)CC(=O)/C(=N/Nc2ccc(Cl)cc2)CO1
-1.8,0.76,Cc1ccc(NC(=O)CSc2nc(=O)n(Cc3ccncc3)c3c2CCC3)c(C)c1
-1.6,-0.07,O=C(COc1ccc2ccccc2c1)N[C@@H](C(=O)O)c1ccc(O)cc1
-0.2,-0.69,COc1ccccc1N1CCN(C(=O)c2cc(-c3ccc(F)cc3)[nH]c2C)CC1
-2.0,0.64,CN(C)S(=O)(=O)c1ccc2c(c1)C(CC(=O)O)OC2=O (stereo not given)
1.0,-0.28,CCn1c2ccccc2c2c3ncc4cccn4c3ccc21

# 3 compounds out of the list above, sorted by their value in Kir21 inh, lowest first.
STK33 kinase inh,Kir21 inh,mol
16,-18*,CCCCCCCCCCOC(=O)Cn1c(COc2ccc(C)cc2)[n+](C)c2ccccc21
-0.8,0.03,CC(C)(C)NC(=O)CSC(=Nc1ccccc1F)NC#N
1.1,0.44,Cc1cc(Sc2nnc(/N=C/N(C)C)s2)c2ccccc2n1

# Carrying on:
STK33 kinase inh,Kir21 inh,mol
0.8,nt,CCOc1ccccc1N1CCN(C(=O)c2cc(S(=O)(=O)N3CCCCC3)ccc2C)CC1
-1.1,0.05,CC(=O)NCC1CCCN(Cc2cn(-c3ccccc3)nc2-c2ccc3c(c2)OCO3)C1 (stereo not given)
-1.2,0.13,O=C(/C=C/c1cccs1)NC(=S)NNC(=O)c1ccccc1O
-1.3,-1.6,Clc1ccc(CSc2nnc3c(n2)[nH]c2ccccc23)cc1
-2.0,-0.24,NS(=O)(=O)c1ccc(CCNC(=S)NC2CCCC2)cc1
1.8,-0.41,CC(C)C(=O)Nc1cccc(-c2cn3ccsc3n2)c1
0.1,1.1,CN(C)CCCNC(=O)CCC1CCCCC1
-0.3,1,Cc1ccc(CNC(=O)Cn2c(=O)oc3ccccc32)o1
-1.3,1.2,COc1ccc([N+](=O)[O-])cc1COc1cc(C)cc2oc(=O)cc(-c3ccccc3)c12
-2.2,-0.71,CCOC(=O)c1c(C)[nH]c(C(=O)Nc2ccc(C)c(Cl)c2)c1C
-1.2,0.52,COc1ccc(CN(Cc2cccn2C)S(=O)(=O)c2ccc(C)cc2)cc1
-1.4,-2.6,COc1ccc(CCNC(=O)N2c3ccccc3Sc3ccccc32)cc1
4.5,0.56,CC1(C)CSC(=NCCc2ccccc2)N1
-1.7,-0.25,Cc1ccc2c(C(=O)CN3CCN(C4CCCCC4)CC3)c(C)[nH]c2c1
-0.9,0.92,NC(=O)CCn1c(=O)oc2ccccc21

# Kir21 inh: entries above that show a hit
STK33 kinase inh,Kir21 inh,mol
-2.1,-5.2*,Cc1noc(C)c1CSc1nnc2scc(-c3ccccc3)n12
16,-18*,CCCCCCCCCCOC(=O)Cn1c(COc2ccc(C)cc2)[n+](C)c2ccccc21
-1.2,-4.6*,O=C(NC1CCN(Cc2ccccc2)CC1)c1cccc(Br)c1
2.1,-4.2*,COc1ccc(Cn2c(=O)oc3ccc(C)cc32)cc1OC

# Back to the main list with the two entries that preceded the break.
STK33 kinase inh,Kir21 inh,mol
-1.7,-0.25,Cc1ccc2c(C(=O)CN3CCN(C4CCCCC4)CC3)c(C)[nH]c2c1
-0.9,0.92,NC(=O)CCn1c(=O)oc2ccccc21
-1.5,0.55,CCN(C(=O)CSc1nnc(Nc2ccccc2)s1)C1CCS(=O)(=O)C1 (stereo not given)
-1.4,-1.3,Cc1cccc(NC(=O)CCCc2ccccc2)c1
19,-2.3,O=C(CCl)c1ccc(Cc2ncc(C(F)(F)F)cc2Cl)s1
-0.2,-0.9,O=C1C=C(c2ccccc2)C[C@H](c2cccs2)[C@H]1n1nnc([N+](=O)[O-])n1
0.0,1.9,CC(NC(=O)CCNC(=O)c1ccc(Br)cc1)c1ccc(-n2ccnc2)cc1 (stereo not given)
-0.9,1.4,CC1CN(Cc2nc3c(c(=O)n(C)c(=O)n3C)n2CC(O)CO)CC(C)O1 (stereo not given)
0.1,1.8,COc1ccc2[nH]c(C)c(CCNC(=S)Nc3cc(C)cc(C)c3)c2c1
-0.2,0.35,CCOC(=O)N1CCN(C(=O)c2cccn3c(=O)c4c5c(sc4nc23)CCCC5)CC1
-0.9,-0.09,CN1CCN(C(=O)c2c(O)c3cccc4c3n(c2=O)CCC4)CC1
-1.3,1,CCOC(=O)C(=O)NNc1ccccc1OC
0.3,-0.67,CC(=O)OC1c2ccccc2C(=O)N1c1ccccc1C (stereo not given)
-0.7,0.8,CCn1c(CN2CCN(CCO)CC2)nc2ccccc21
-1.8,-0.02,CC1(C)CC(=O)C(C=NCC(N)=O)=C(O)C1
2.5,-1.1,CCOc1ccc(Nc2ccc([N+](=O)[O-])c3nonc23)cc1
-1.6,2.2,N/C(=N\NS(=O)(=O)c1ccc(Cl)cc1)c1ccccn1
0.8,-0.1,Cc1cc(=O)oc2c3c(cc(OCC(=O)NCC4CCC(C(=O)O)CC4)c12)OC(C)(C)CC3 (stereo not given)
0.6,0.83,Cc1cccc(NC(=O)c2ccc(NC(C)c3ccccc3)c([N+](=O)[O-])c2)n1 (stereo not given)
1.8,-2.1,CC(CCN1CCC(n2nccc2NC(=O)c2ccccc2Cl)CC1)c1ccccc1 (stereo not given)
nt,-0.3,COc1ccc(-c2cc(=NC(CC(C)C)C(=O)O)c3cc(C)ccc3o2)cc1 (stereo not given)
-1.3,-0.53,CC(C)CC1Nc2ncnc(N3CCCCC3)c2N(Cc2ccc(Br)cc2)C1=O (stereo not given)
-0.7,0.14,CC(=O)Nc1ccc(S(=O)(=O)NNC(=O)COc2ccc(Cl)cc2Cl)cc1
1.0,-0.36,Cc1ccc(CNC(=S)Nc2ccc(OC(F)F)cc2C)cc1
-0.5,1.6,O=C(O)CCC(=O)N1CCC[C@H]1C(=O)O
-2.1,1.8,Cc1c(NC(=O)C(C)OC(=O)CCC2CCCC2)c(=O)n(-c2ccccc2)n1C (stereo not given)
-0.4,0.78,CCCCn1nc2cc(C(=O)NCc3cc(C(F)(F)F)cc(C(F)(F)F)c3)ccc2c1OCC

# Assay outcomes as filed in PubChem.

# Compounds were not picked by outcome; any-hit rate near 0.84%.
